Assay outcomes deposited in PubChem BioAssay by several laboratories.
BAP1 inh: inhibitors of human BAP1 deubiquitinase | recombinant BAP1, Ub-AMC hydrolysis fluorescence kinetic; hits give low values | 72,000 tested, 0.48% active | activity remaining (% of control), % at 20 µM;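 active = activity remaining at or below 50% of control, provided the compound also passes the data quality filters; inactive = the rest, including low values that fail the filters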;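 also: 100% = DMSO wells rate and 0% = substrate alone blank rate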
Target sequence (Q92560 whole entry, looked up): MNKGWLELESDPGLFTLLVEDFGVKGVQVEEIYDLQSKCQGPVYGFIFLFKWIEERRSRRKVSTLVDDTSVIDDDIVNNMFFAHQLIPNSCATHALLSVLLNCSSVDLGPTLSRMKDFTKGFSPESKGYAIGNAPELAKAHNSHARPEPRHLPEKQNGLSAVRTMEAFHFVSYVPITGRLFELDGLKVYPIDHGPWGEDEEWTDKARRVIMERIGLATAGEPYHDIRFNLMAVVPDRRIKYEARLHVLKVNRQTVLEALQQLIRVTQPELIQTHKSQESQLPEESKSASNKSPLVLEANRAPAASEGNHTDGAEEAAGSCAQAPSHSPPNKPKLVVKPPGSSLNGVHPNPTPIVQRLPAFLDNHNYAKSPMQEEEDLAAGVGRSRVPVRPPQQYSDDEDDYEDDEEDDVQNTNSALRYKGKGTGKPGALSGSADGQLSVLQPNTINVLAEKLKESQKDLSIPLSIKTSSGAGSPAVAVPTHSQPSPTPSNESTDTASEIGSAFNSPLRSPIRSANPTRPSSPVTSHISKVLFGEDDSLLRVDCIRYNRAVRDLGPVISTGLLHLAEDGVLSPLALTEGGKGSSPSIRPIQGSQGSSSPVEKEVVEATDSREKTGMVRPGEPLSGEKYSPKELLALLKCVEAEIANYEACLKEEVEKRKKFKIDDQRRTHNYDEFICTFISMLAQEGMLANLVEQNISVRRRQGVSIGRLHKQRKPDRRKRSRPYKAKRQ
HePTP inh: inhibitors of human HePTP phosphatase | P35236 | recombinant HePTP phosphatase activity, OD absorbance | inhibition, % at 20 µM | 110,000 tested, 0.64% active; in the data active = inhibition above about 50%;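 also: plate controls were vehicle for no effect and reference inhibitor for full effect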
Starred values were filed as active, the others as inactive; · = not tested or not shown; & = joins results of further samples. This is a random part of the collection; about 0.79% have a hit in one of these screens.

SMILES | BAP1 inh | HePTP inh
Cc1ccccc1Cn1nc(C)c(NC(=O)c2cc3nc(-c4ccco4)cc(C(F)(F)F)n3n2)c1C | 58 | 5
Cc1cccc(NC(=O)C2CCCN2C(=O)OC(C)(C)C)c1 (stereo unspecified) | · | 9
O=C(CCCn1c(=S)[nH]c2ccccc2c1=O)NC1CCCC1 | 95 | -3
COc1cccc(N2C(=O)C(CC(=O)Nc3ccccc3)N(C3CCCCC3)C2=O)c1 (stereo unspecified) | 80 | 6
O=C(/C=C/c1ccccc1F)c1c(-c2ccccc2)c2cc(Cl)ccc2[nH]c1=O | · | 4
CCn1c(SCC(=O)Nc2ccc3c(c2)OCCO3)nc2c(c1=O)SC(C)C2 (stereo unspecified) | 83 | -11
Cc1ccccc1Cn1nc(C)c(NC(=O)c2noc3c2CCCC3)c1C | 101 | -2
O=S(=O)(c1ccc2c(c1)Cc1cc(S(=O)(=O)N3CCOCC3)ccc1-2)N1CCOCC1 | 109 | -2
CCOc1cccc(C(=O)Nc2cc(-c3nc4ccccc4[nH]3)ccc2C)c1 | · | 4
CCN(CC)c1ccc(C(=O)Nc2cccc(F)c2)cc1 | 54 | 5&5
Nc1ccc(S(=O)(=O)N2CCc3ccccc32)cc1 | · | 9
COCCn1c(C2CCCCC2)nc2sc3ccccc3c(=O)c2c1=O | 76 | -2
O=C(Nc1ccc2oc(-c3ccccc3Br)nc2c1)c1cccc(Br)c1 | 64 | ·
Cc1ccc(C=Nc2ccc(-c3ccc([N+](=O)[O-])cc3)cc2)s1 | · | 0
CCOc1cccc(C=Nc2cccc(-c3nc4cc(C)ccc4o3)c2C)c1O | 89 | ·
Cc1cc(C(=O)Nc2ccc(C(=O)O)cc2)c(-c2ccccc2)o1 | 100 | 7&0
O=C1C2C3c4ccccc4C(c4ccccc43)C2C(=O)N1c1cc(C(F)(F)F)ccc1Cl (stereo unspecified) | · | -4
Cc1ccc(NC(=O)CSC2=C(C#N)C(c3ccc4c(c3)OCO4)CC(=O)N2)cc1C (stereo unspecified) | 125 | -7
CCCn1c(N2CCN(S(=O)(=O)Cc3ccccc3)CC2)nc2ccccc21 | 58 | 5
NC(=O)c1cc(N2C(=O)C3CC=CCC3C2=O)ccc1N1CCCCC1 (stereo unspecified) | 92 | 6
COc1cc(/C=c2/sc3nc4ccccc4n3c2=O)ccc1OCc1nn[nH]n1 | · | -6
CCN(C)c1ccc(/C=N\n2nnnc2N)cc1 | · | 3
Cc1ccc(-n2nc3ccc(NC(=O)c4ccccc4F)cc3n2)cc1 | · | -1
CCOC(=O)c1[nH]c(=O)[nH]c1CSCCO | · | 0&-6
CN1C(=O)/C(=C2/C=CC=CN2C)OC1=S | 79 | 5

Gathered by group: the compounds so far containing a furan ring, fused or not
SMILES | BAP1 inh | HePTP inh
Cc1ccccc1Cn1nc(C)c(NC(=O)c2cc3nc(-c4ccco4)cc(C(F)(F)F)n3n2)c1C | 58 | 5
Cc1cc(C(=O)Nc2ccc(C(=O)O)cc2)c(-c2ccccc2)o1 | 100 | 7&0

More results:
SMILES | BAP1 inh | HePTP inh
COC(=O)c1sc(S(=O)(=O)NCc2cccs2)c(C(=O)OC)c1C | 157 | 3
CCc1nnc(NC(=O)CSc2nccn2-c2ccccc2)s1 | 101 | 7
O=C(Nc1ccc(Cl)c(Cl)c1)C1C2CCC3C(CCC21)C3(Cl)Cl (stereo unspecified) | · | 2
CC(C)N(CCC#N)S(=O)(=O)c1ccc(-c2ccc([N+](=O)[O-])cc2)cc1 | · | 6
Cc1cc(=O)oc2c(I)c(OCc3ccccc3)ccc12 | · | 2
CC(=O)c1c(NCCc2ccccc2)nc(=O)n(-c2ccccc2)c1C | · | -14
Cc1ccccc1CN1CCNC(=O)C1CC(=O)O (stereo unspecified) | 92 | -1
CN(Cc1ccccc1)C(=O)CCC(=O)N(C)Cc1ccccc1 | 103 | 10
Cc1nn(-c2ccc(I)cc2)c(C)c1-c1cccc([N+](=O)[O-])c1 | 62 | 8
COc1ccc(S(=O)(=O)N(CC(=O)Nc2cc(C)on2)Cc2ccccc2)cc1 | 142 | 7
Nc1nc2ccc(S(=O)(=O)c3ccc4nc(N)sc4c3)cc2s1 | 107 | 2
CCOc1cc(/C=C2/C(=O)NC(=O)N(C)C2=O)cc(Cl)c1O | · | -19
CN(O)/C=c1/ccc2c(n1)C(=O)C=CC=2 | 96 | -2
Cc1cccc(-n2ncc3c(NCCN4CCOCC4)ncnc32)c1 | 126 | 0
Cc1nc(Nc2nc3ccccc3o2)[nH]c(=O)c1C | · | -7
COc1cccc(OC)c1C(=O)NCc1ccc(S(N)(=O)=O)cc1 | · | 0
CCN(CC)c1ccc(/C=C2/SC(NC(C)=O)=NC2=O)cc1 | · | -2
O=C(/C=C/c1ccccc1)N1CCN(CCN2C(=O)C3C4C=CC(C4)C3C2=O)CC1 (stereo unspecified) | · | 1
CCCCn1c(=NC(=O)c2ccco2)c(C(=O)OCC)cc2c(=O)n3ccccc3nc21 | · | 6
CCOC(=O)c1c(NC(=O)c2ccc(S(=O)(=O)N3CCCc4ccccc43)cc2)sc2c1CCCCC2 | 136 | ·
Cc1cccc(-c2noc(CN(C(=O)C34CC5CC(CC(C5)C3)C4)C(C)C)n2)c1 | 57 | 4
COc1ccc2c(c1)CC/C2=N\OC(=O)c1ccccc1OC | · | 10
COc1ccc(/C(C)=N/OCC(=O)N2CCN(C(c3ccccc3)c3ccccc3)CC2)cc1OC | · | 3
Cc1ccc(/C(O)=C/c2nc3ccccc3oc2=O)o1 | · | 4
Cc1cc(C)nc(SCc2n[nH]c(=S)n2C)n1 | 115 | ·
SMILES | BAP1 inh | HePTP inh
Cc1occc1C(=O)Nc1cccc(Cl)c1 | · | -7
CCC(C(=O)Nc1nnc(-c2ccco2)s1)c1ccccc1 (stereo unspecified) | 76 | 11
CCOc1ccc2oc(C)c(C(=O)O)c2c1 | · | -11
CCCN1C=CC(=C2C(=O)c3ccccc3C2=O)C=C1 | 68 | 6
COC(=O)c1ccc(CN(c2ccc(C)cc2)S(=O)(=O)c2ccc3c(c2)OCCO3)o1 | 58 | 22
O=C(CSc1nc2ccccc2o1)N1CCN(c2ccc(Cl)cc2)CC1 | · | 6
O=C(/C=C/c1cccc([N+](=O)[O-])c1)Nc1ccc(-c2nc3ccccc3s2)c(O)c1 | · | -2
C=CCON/C(CCC)=C1/C(=O)CC(C)(C)CC1=NC | · | -4
CC(C)C(=O)c1cn(CC(=O)NCC2CCCO2)c2ccccc12 (stereo unspecified) | 104 | -4
CC1CC(N(C(=O)c2cccc(Br)c2)c2ccccc2)c2ccccc2N1 (stereo unspecified) | · | 28
Cc1ccc(C(=O)Nc2ccccc2F)cc1 | 67 | ·
COc1cc2oc(=O)cc(C)c2cc1C=O | · | -6
O=C(O)C1C2C=CC(O2)C1C(=O)N1CCN(C(c2ccccc2)c2ccccc2)CC1 (stereo unspecified) | · | -2
c1cc(CSc2nnc(-c3ccc4c(c3)OCO4)o2)ccn1 | 102 | 2
CC(=O)N1c2ccccc2NC2=C(C(=O)CC(C)(C)C2)C1c1cccc([N+](=O)[O-])c1 (stereo unspecified) | · | -1
COc1ccc(C(=O)N[C@H]2COC(C)(C)O[C@H]2c2ccccc2)cc1 | 96 | -6
Cc1ccccc1NC(=O)c1ccc2ccccc2n1 | · | -2
CCN(C(=O)COc1ncnc2ccc(Br)cc12)C1CCS(=O)(=O)C1 (stereo unspecified) | 127 | 9
N#Cc1nc(COc2ccc(F)cc2)oc1NCCN1CCOCC1 | 95 | 6
C=CCOC(=O)C1=C(C)N(CC)C(=O)NC1c1cc(Br)c(O)c(OC)c1 (stereo unspecified) | · | 9
O=C(O)COc1ccc(/C=C2\C(=O)NN(c3ccccc3)C2=O)cc1 | · | 21
Cc1cc(C)nc(N2CCCC(C(=O)NC(C)CCc3ccco3)C2)n1 (stereo unspecified) | 109 | 5
CC(=O)OC1(C(F)(F)F)Oc2ccccc2NC1=O (stereo unspecified) | 94 | 9
CC(=O)c1cc2ccc([N+](=O)[O-])cc2oc1=O | · | -5
CC(C)(C)NC(=O)C(c1ccco1)N(C(=O)Cn1nnc(-c2ccc(F)cc2)n1)c1ccccc1F (stereo unspecified) | 122 | -1

6 structures out of the list, arranged by count of non-hydrogen atoms, lowest first:
SMILES | BAP1 inh | HePTP inh
CN1C(=O)/C(=C2/C=CC=CN2C)OC1=S | 79 | 5
Cc1occc1C(=O)Nc1cccc(Cl)c1 | · | -7
CC(=O)c1cc2ccc([N+](=O)[O-])cc2oc1=O | · | -5
COC(=O)c1sc(S(=O)(=O)NCc2cccs2)c(C(=O)OC)c1C | 157 | 3
C=CCOC(=O)C1=C(C)N(CC)C(=O)NC1c1cc(Br)c(O)c(OC)c1 (stereo unspecified) | · | 9
O=C(O)C1C2C=CC(O2)C1C(=O)N1CCN(C(c2ccccc2)c2ccccc2)CC1 (stereo unspecified) | · | -2

Single records, from the list above:
Profile of `CC(=O)OC1(C(F)(F)F)Oc2ccccc2NC1=O` (stereo unspecified) : BAP1 inh = 94; HePTP inh = 9
Profile of `N#Cc1nc(COc2ccc(F)cc2)oc1NCCN1CCOCC1` : BAP1 inh = 95; HePTP inh = 6
Profile of `O=C(O)C1C2C=CC(O2)C1C(=O)N1CCN(C(c2ccccc2)c2ccccc2)CC1` (stereo unspecified) : BAP1 inh = ·; HePTP inh = -2

New compounds follow:
SMILES | BAP1 inh | HePTP inh
O=c1cc[nH]c2c(C(F)(F)F)cccc12 | 118&114 | 0
O=c1c2c3nc4ccccc4nc3n(CC3CCCO3)c2ncn1CCc1ccccc1 (stereo unspecified) | 118 | 9
O=C1/C(=C/c2ccc(O)c([N+](=O)[O-])c2)SC(=S)N1Cc1ccccc1 | · | 6
Cc1ccc(S(=O)(=O)N2CCCC(C(=O)NCc3ccccn3)C2)cc1 (stereo unspecified) | 137 | 6
Cc1nc2nc[nH]n2c(=O)c1NC(=O)CCc1ccccc1 | 108 | 9
C=CCn1c(Cc2nc3ccccc3[nH]2)n[nH]c1=S | 144 | 5
CC(C)(C)c1csc(NC(=O)c2cccnc2)n1 | · | -4
CC(=O)Nc1ccc(S(=O)(=O)N2CCN(Cc3ccncc3)CC2)cc1 | 73 | 10
O=C1CC(C(=O)Nc2ccc(C(=O)N3CCOCC3)cc2)C2(CCCCC2)O1 (stereo unspecified) | 77 | 5
N#Cc1nc(-c2ccccc2Cl)oc1NCC1CCCO1 (stereo unspecified) | 78 | 0
NS(=O)(=O)c1ccc(CCNC(=O)c2cncc(Br)c2)cc1 | 126 | 7
COC(=O)COc1ccc(/C=C2\C(=O)NC(=S)N(c3ccc(OC)cc3)C2=O)cc1OC | · | 8
CC(=O)[C@H]1[C@H](C#N)C[C@H]2[C@@H]3CC=C4C[C@@H](O)CC[C@]4(C)[C@H]3CC[C@@]21C | 85 | 12
COc1cccc(-c2nc(CS(=O)(=O)CC(=O)Nc3c(C)cccc3C)c(C)o2)c1 | 106 | -10
O=S(=O)(/N=C(\c1ccccc1)N1CCOCC1)c1cccs1 | 91 | 13
CC(=O)c1cccc(Nc2ncnc3ccc(C)cc23)c1 | · | -12
O=C(Nc1ccccc1N1CCCC1)c1ccc(Br)o1 | 52 | 5
O=C(Nc1ccc(F)cc1F)c1cc2ccccc2oc1=O | · | 4
O=C(Nc1cc2cccc([N+](=O)[O-])c2oc1=O)c1ccc(Cl)cc1 | 84 | ·
CCN(CC)c1ccc(/C=N/NC(=O)CN(c2ccc(OC)cc2)S(=O)(=O)c2ccccc2)cc1 | · | -8
O=C(CSc1nc(Nc2ccccc2)nc(N2CCOCC2)n1)N1CCCC1 | 94 | 11
CC1CCCCC1N1CCN(Cc2ccncc2)CC1 (stereo unspecified) | · | 3
Brc1ccccc1OCc1nc2ccccc2[nH]1 | 65 | ·
C/C(=N\N=C1\NC(=O)C(CC(=O)Nc2ccccc2Br)S1)c1ccc(Cl)cc1 (stereo unspecified) | · | -10
CCN(CC)c1ccc(/C=C2\C(=O)c3ccccc3C(=O)\C2=C(/O)c2ccccc2)cc1 | · | 5
SMILES | BAP1 inh | HePTP inh
O=C(Cc1ccccc1)Nc1ccccc1NC(=O)Cc1ccccc1 | · | 0
Cc1ccc(N2CCN(C(=O)c3ccccc3)CC2)c(C)c1 | 70 | 11
Cc1ccc(-c2noc(CCCC(=O)N3CCOCC3)n2)cc1 | 98 | 6
CC(C)C(Nc1nc2ncn(Cc3ccccc3)c2c(=O)[nH]1)C(=O)O (stereo unspecified) | · | -11
Cc1cc(Cl)ccc1OCCCC(=O)Nc1ccc(C(N)=O)cc1 | · | 5
CCOC(=O)C1CCN(C(=O)COc2ccc(Br)cc2)CC1 | 115 | 5
O=c1c(-c2ccc3c(c2)OCCO3)coc2cc(O)cc(O)c12 | 95 | 1
COc1ccc(NC(=O)C2CCN(c3cc(-c4ccccc4)nc4ncnn34)CC2)cc1OC | 96 | -2
Cc1onc(-c2ccccc2Cl)c1C(=O)Nc1ccc(O)c(C(=O)O)c1 | · | 0
COc1ccc(C2OCC3(COC(C)=O)C(C)C=C(C)C2C3C)cc1 (stereo unspecified) | · | -1
COc1ccc(N(CC(=O)N/N=C/c2cc(Br)c(C)o2)S(=O)(=O)c2ccccc2[N+](=O)[O-])c(OC)c1 | · | 10
CCOC(=O)CSc1nc(C)cc(=O)[nH]1 | 63 | -3
